From PubChem
MT1-MMP act inh = blockers of MT1-MMP proenzyme processing, primary screen, HT1080 RFP-PRO-GFP cells, GFP/RFP fluorescence; 360,000 tested, 0.061% active; GFP/RFP ratio change, % at 20 µM; GFP/RFP ratio fluorescence, overnight; percent of plate control window, DMSO zero;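 active = GFP/RFP ratio change of at least 30% with cell ATP level not reduced by more than half and red fluorescence within 50% of control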; also: strong numbers were not always called active
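Assay system: HT1080 RFP-PRO-GFP cells. Benchmarks: DMSO vehicle wells and RFP-L50D-GFP reporter cell wells. Times: overnight cell settling, then overnight compound exposure, 37 °C, 5% CO2. Compound: 20 µM single dose, 1% DMSO. Read-out basis: GFP/RFP fluorescence ratio.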
Rpn11 block = Rpn11 (PSMD14) deubiquitinase inhibitors, primary screen, biochemical, fluorescence polarization, uHTS; human 26S proteasome, Ub4-pepOG fluorescence polarization; 20S core pre-blocked with epoxomicin; 26S proteasome non-ATPase regulatory subunit 14 (Homo sapiens), O00487; calls only at 20 µM; 360,000 tested, 0.59% active;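 active = inhibition at 20 µM, scaled to each plate's controls, above about 33%, limit read from the data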
MLLE-PAM2 inh = inhibitors of PABP1 MLLE–PAM2 peptide binding, primary screen, biochemical, fluorescence polarization, FITC-PAM2, GST-MLLE; Polyadenylate-binding protein 1 (Homo sapiens), P11940; inhibition, % at 20 µM; 360,000 tested, 0.36% active; AID 588489, 2011; in the data active = inhibition above about 35%, passing the limit was not always enough;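 also: plate controls were DMSO wells with GST-MLLE for no effect and wells lacking GST-MLLE protein for full effect; some results filed as inactive read as strong as hits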
Target sequence (P11940 whole entry, looked up): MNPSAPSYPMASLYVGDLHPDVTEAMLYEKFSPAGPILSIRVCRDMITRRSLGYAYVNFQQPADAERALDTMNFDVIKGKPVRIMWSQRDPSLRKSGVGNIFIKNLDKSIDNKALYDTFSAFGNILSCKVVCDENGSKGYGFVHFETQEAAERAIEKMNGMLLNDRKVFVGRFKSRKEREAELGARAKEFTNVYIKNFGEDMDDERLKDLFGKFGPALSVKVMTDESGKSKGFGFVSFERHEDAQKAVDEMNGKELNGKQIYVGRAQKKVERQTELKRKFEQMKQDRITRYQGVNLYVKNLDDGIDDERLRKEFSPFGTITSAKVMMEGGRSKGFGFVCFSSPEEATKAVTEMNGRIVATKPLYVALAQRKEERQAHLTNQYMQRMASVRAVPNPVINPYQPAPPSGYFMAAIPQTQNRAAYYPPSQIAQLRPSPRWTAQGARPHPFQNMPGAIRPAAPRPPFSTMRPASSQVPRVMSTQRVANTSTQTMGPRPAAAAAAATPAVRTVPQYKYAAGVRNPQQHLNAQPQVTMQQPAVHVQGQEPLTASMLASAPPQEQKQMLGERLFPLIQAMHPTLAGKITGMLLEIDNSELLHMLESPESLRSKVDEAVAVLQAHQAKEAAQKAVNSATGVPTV
FAS TE block = FAS thioesterase domain inhibitors, primary screen, biochemical, fluorescence intensity, uHTS; recombinant FAS-TE, OMFH fluorogenic substrate, fluorescence endpoint; Fatty acid synthase (Homo sapiens), P49327; AID 602261, 2012; 360,000 tested, 0.67% active; inhibition, % at 15 µM;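 active = compounds whose normalised, plate-corrected inhibition of enzyme fluorescence in the single-dose primary screen is 50% or more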;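 also: 0% = DMSO with enzyme and 100% = substrate without enzyme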
CSN inh = inhibitors of CSN-mediated cullin deneddylation, primary screen, biochemical, fluorescence polarization, uHTS; Purified CSN, SCF-Nedd8-OG deneddylation; inhibition, % at 12.5 µM; 360,000 tested, 0.38% active;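 active = pattern-corrected inhibition above about 35%, with an unprinted fluorescence ratio check between 0.5 and 1.5, limit read from the data, passing the limit was not always enough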;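 also: 0% = enzyme with substrate and 100% = substrate without enzyme; some results filed as inactive read as strong as hits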
Target sequence (Q92905 whole entry, looked up, one chain of several): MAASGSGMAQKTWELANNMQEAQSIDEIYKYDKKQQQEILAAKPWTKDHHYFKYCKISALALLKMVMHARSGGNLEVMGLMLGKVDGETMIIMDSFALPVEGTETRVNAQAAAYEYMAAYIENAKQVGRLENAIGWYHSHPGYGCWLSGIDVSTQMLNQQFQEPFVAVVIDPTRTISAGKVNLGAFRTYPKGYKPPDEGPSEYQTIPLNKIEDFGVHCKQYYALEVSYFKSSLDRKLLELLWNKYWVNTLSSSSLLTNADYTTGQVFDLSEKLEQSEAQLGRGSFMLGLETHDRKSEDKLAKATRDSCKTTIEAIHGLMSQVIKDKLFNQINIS
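Assay system: purified human Csn5 enzyme expressed in HEK293T cells; Input: 0.24 nM Csn5 enzyme, final concentration; Reagent: 10 nM SCFSkp2-Nedd8OG; Compound dosing: 12.5 µM single point; Times: reaction 90 min, room temperature; Technique: fluorescence polarization readout.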
eLon inh = inhibitors of E. coli Lon protease, primary screen, biochemical, fluorescence polarization. P0A9M0. purified E. coli Lon protease. inhibition, % at 7.94 µM. 360,000 tested, 0.42% active. AID 602123, 2011; in the data active = inhibition above about 13%, passing the limit was not always enough;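 also: 0% = enzyme with probe and DMSO and 100% = no enzyme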
MsrA inh = bovine MsrA enzyme inhibitors, primary screen, biochemical, absorbance, HTS; purified bovine MsrA, absorbance read-out; inhibition, % at 15.5 µM; 360,000 tested, 0.75% active; in the data active = inhibition above about 4.5%;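 also: 0% = vehicle wells with enzyme and 100% = reference inhibitor wells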
Rin1 Abl inh = inhibitors of Rin1-Abl protein binding, primary screen, biochemical, TR-FRET. inhibition, % at 7.35 µM. 360,000 tested, 0.4% active. AID 588664, 2011. Tyrosine-protein kinase ABL1 (Homo sapiens) + Ras and Rab interactor 1 (Homo sapiens), …; in the data active = inhibition above about 5%, passing the limit was not always enough
bovine MsrA act = bovine MsrA enzyme activators, primary screen, biochemical, absorbance, HTS; activation, % at 10.6 µM; 360,000 tested, 0.3% active; purified bovine MsrA, absorbance read-out; in the data active = activation above about 7.5%;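 also: 0% = vehicle and 100% = reference activator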
An asterisk follows results filed as active; i = inactive; · = not tested or not shown; + = active, no number.

SMILES	MT1-MMP act inh	Rpn11 block	MLLE-PAM2 inh	FAS TE block	CSN inh	eLon inh	MsrA inh	Rin1 Abl inh	bovine MsrA act
COc1cccc(NC(=O)C2CCN(c3cnccn3)CC2)c1	0.6	i	-13.8	-8.5	0.6	10.1	1.6	3.5	-3.6
COC(=O)c1ccc(NC(CC(C)C)C(=O)OC)c([N+](=O)[O-])c1 (centres undefined)	-2.4	i	8.4	15.8	-2.2	-5.5	-0.7	-0.4	-1.8
CC(C)(C)c1ccc(CC(=O)N2CCC2(C)C(=O)NS(=O)(=O)c2ccc3c(c2)CCO3)cc1 (centres undefined)	3.6	i	-3.1	-6.6	-1.8	8.0	-0.6	0.3	-2.3
Cc1nn(C)cc1/C=N/NC(=O)Cn1cncn1	2.7	i	7.0	-4.5	-0.8	-0.6	2.1	-1.7	-1.0
O=C(c1ccc(=O)[nH]c1)N1CCCc2ccccc21	0.5	i	6.1	-4.9	0.6	-7.5	0.5	-0.2	-4.8
N#Cc1cccc(C(=O)N(CCc2ccccc2)Cc2cccs2)c1	-1.8	i	4.9	16.7	1.4	-6.0	0.6	0.1	-2.5
COc1cc(C(=O)NC(=S)Nc2ccc3oc(=O)ccc3c2)cc(OC)c1OC	-4.8	i	26.2	-5.6	4.6	-12.2	0.6	-1.6	-1.4
CCN(CC)c1ccc(C(=O)OCC(=O)Nc2cc3oc4ccccc4c3cc2OC)cc1	4.7	i	14.8	12.2	0.9	-2.4	1.2	-4.1	-2.3
CCCNC(=O)C1(C)CCN1C(=O)Cc1ccc(C(C)C)cc1 (centres undefined)	-1.0	i	7.5	-3.8	5.5	-9.6	-1.4	-0.4	2.6
O=C(c1ccc(S(=O)(=O)NCC2CCCO2)cc1)N1CCN(c2cccc(Cl)c2)CC1 (centres undefined)	8.8	i	-15.5	1.4	-0.1	0.9	-1.0	0.4	-0.5
O=C(c1cc(S(=O)(=O)N2CCN(c3ccccc3)CC2)ccc1Cl)N1CCCC(C(F)(F)F)C1 (centres undefined)	7.4	i	-1.6	34.7	-1.9	-5.6	0.0	-1.7	-6.9
CCc1cccc(C)c1NC(=O)C1CCN(c2nn3c(=O)cc(C)nc3s2)CC1	-1.1	i	0.3	-3.7	-1.0	0.1	-0.1	1.2	-0.6
Cc1ccc(-n2c(CNc3ccc(F)cc3)nnc2SCC(=O)N2CCOCC2)cc1	8.0	i	-1.2	-0.7	3.1	-2.4	-1.0	1.2	-2.9
COc1ccc(-n2c(O)c(C=Nc3ccccc3)c3ccccc3c2=O)cc1OC	-0.8	i	-4.8	-4.6	16.8	-2.2	-0.1	1.8	-2.0
COc1ccc(N2COC3c4cccc5cccc(c45)C32)cc1 (centres undefined)	-27.9	i	13.3	12.4	-4.6	6.6	0.6	-2.1	-1.1
O=C(c1ccc2ccccc2n1)N1CCN(c2ccccc2O)CC1	-0.4	i	-7.6	2.0	-0.8	-2.6	1.0	-3.5	-8.2
O=C(O)Cc1csc(NC(=O)CSc2nnnn2-c2ccc(O)cc2)n1	2.0	i	-19.8	-9.3	0.5	-12.1	-0.6	1.8	-1.7
O=S(=O)(c1ccccc1)N1CN(c2ccc(F)cc2F)c2nc3ccccc3nc21	0.1	i	4.8	22.5	4.6	1.3	-0.2	1.2	-3.7
O=C1Nc2ccccc2N=C(c2ccccc2)c2ccccc21	4.1	i	13.1	15.1	3.4	8.4	-1.1	5.9*	-4.3
CC(NC(=O)C1CCN(C(=O)[C@@H]2Cc3ccccc3CN2)CC1)c1ccccc1 (some centres undefined)	-0.2	i	9.9	-8.3	-0.1	-8.0	-1.1	1.9	-4.8

Part of the list above, limited to MT1-MMP act inh and bovine MsrA act:
molecule	MT1-MMP act inh	bovine MsrA act
N#Cc1cccc(C(=O)N(CCc2ccccc2)Cc2cccs2)c1	-1.8	-2.5
O=C1Nc2ccccc2N=C(c2ccccc2)c2ccccc21	4.1	-4.3

(cont.)
SMILES	MT1-MMP act inh	Rpn11 block	MLLE-PAM2 inh	FAS TE block	CSN inh	eLon inh	MsrA inh	Rin1 Abl inh	bovine MsrA act
O=S(=O)(NCCN1CCOCC1)c1cccc(C(F)(F)F)c1	0.6	i	-3.4	-4.1	-1.1	9.4	1.1	2.3	-1.2
O=C1C=C(NC2CCCC2)CC(c2ccccc2)C1 (centres undefined)	1.5	i	5.8	-3.7	-3.0	3.9	0.2	3.5	-9.6
CC(=O)N1N=C(c2ccc(C)o2)CC1c1ccc(F)cc1 (centres undefined)	6.4	i	11.4	-11.0	-11.3	1.8	-0.4	-1.0	-7.7
Cc1nc(SCC(=O)Nc2ccc(F)cc2)c2oc3ccccc3c2n1	2.0	i	-0.1	-2.1	-2.3	2.5	-0.7	-1.4	0.5
CN(Cc1nc(-c2cccnc2)no1)S(=O)(=O)c1ccccc1	2.5	i	-3.9	-3.2	-2.9	-4.8	0.4	1.0	-5.9
O=S(=O)(c1ccc(-c2cc(C(F)(F)F)on2)s1)N1CCCC1	1.9	i	-5.6	10.9	-1.2	-2.9	-0.2	-2.9	-2.8
Cc1ccc(-c2noc(CSc3ccccc3)n2)cc1	0.1	i	9.4	16.1	-8.3	-3.4	0.1	3.5	-5.0
CCc1ccc(/C=C2\Oc3cc(OS(C)(=O)=O)ccc3C2=O)cc1	3.4	i	5.6	8.2	-1.3	-11.4	2.9	-1.5	-0.3
CCOC(=O)c1cc2c(c(CSc3nc4ccccc4c(=O)n3Cc3ccco3)c1)OCOC2	-2.0	+	11.1	25.8	16.6	1.0	·	-1.9	-2.0
Cc1ccccc1OCCC(=O)OCC(=O)NCCc1ccc(S(N)(=O)=O)cc1	-3.3	i	-10.8	-0.8	5.0	-0.3	0.1	7.3	-4.6
O=C(CSc1nc(=O)n2cc(Cl)ccc2n1)Nc1ccc2c(c1)OCCO2	-6.5	i	-30.2	5.6	3.2	-31.6	0.2	-1.9	-2.9
CN(c1ccc(OCC(=O)OCC(=O)Nc2ccc(F)cc2)cc1)S(=O)(=O)c1ccc(Cl)cc1	4.4	i	-7.3	16.7	-0.8	1.2	-0.4	-0.6	-1.6
COc1ccc(N(CC(=O)NC2CCCCCC2)S(=O)(=O)c2ccc(C)cc2)cc1OC	-3.4	i	4.5	-9.6	4.2	-8.6	-1.1	0.7	-2.1
COc1ccc(NC(=O)Nc2c(SC)nsc2SC)cc1	1.1	i	15.2	-0.5	-1.3	-5.3	0.2	2.4	-2.8
CCNC(=O)CCCOc1ccc(Cl)cc1Cl	-1.9	i	1.8	-4.7	3.5	-1.3	-1.4	-2.5	-1.4
CCCCn1c(N)c(N(CCC(C)C)C(=O)CCCc2nc3ccccc3s2)c(=O)[nH]c1=O	-3.9	i	2.1	-5.6	0.9	-17.0	-0.1	4.0	0.0
COc1cc(/C=N/NC(=O)C(=O)/C=C2\NC3(CCCC3)Cc3ccccc32)ccc1O	-2.0	i	-8.0	2.0	-3.7	-13.8	2.6	0.8	-5.1
NS(=O)(=O)c1ccc(NC(=O)CSc2nnc3n2CCCCC3)cc1	3.3	i	-9.8	-1.8	-3.6	6.8	0.2	2.1	-4.9
CC(=O)Nc1ccc(Nc2nc(-c3c(C)nc4ccccn34)cs2)cc1	10.7	i	-8.0	-6.6	-1.5	0.1	-0.4	1.7	-3.5
CCN1C(=O)c2ccc(-c3nc4ccccc4c(=O)o3)cc2C1=O	-1.2	i	-2.2	8.5	3.5	0.2	0.7	-1.8	0.4

Filtered by structure: the compounds so far containing a thiophene ring, fused or not
SMILES	MT1-MMP act inh	Rpn11 block	MLLE-PAM2 inh	FAS TE block	CSN inh	eLon inh	MsrA inh	Rin1 Abl inh	bovine MsrA act
N#Cc1cccc(C(=O)N(CCc2ccccc2)Cc2cccs2)c1	-1.8	i	4.9	16.7	1.4	-6.0	0.6	0.1	-2.5
O=S(=O)(c1ccc(-c2cc(C(F)(F)F)on2)s1)N1CCCC1	1.9	i	-5.6	10.9	-1.2	-2.9	-0.2	-2.9	-2.8

Next section.
SMILES	MT1-MMP act inh	Rpn11 block	MLLE-PAM2 inh	FAS TE block	CSN inh	eLon inh	MsrA inh	Rin1 Abl inh	bovine MsrA act
Cn1c(=O)n(Cc2ccccc2)c(=O)c2c1nc(NCC1CCCO1)n2Cc1ccccc1 (centres undefined)	-20.6	i	1.2	5.2	-2.3	0.7	-1.3	1.2	-3.1
CCc1ccc(NC(=O)CN(c2ccc(OC)cc2)S(=O)(=O)c2c(C)nn(C)c2C)cc1	-0.6	i	2.2	9.4	1.7	-11.3	-0.6	5.6	-4.2
CCOc1ccc(NC(=O)C2CCN(C(=O)C3CC(=O)N(c4ccc(C)cc4)C3)CC2)cc1 (centres undefined)	0.3	i	-5.4	-8.0	2.2	-1.4	0.0	2.1	-1.1
O=C(CCN1CCN(c2ccccc2)CC1)NNC(=O)Cc1ccc(Br)cc1	1.2	i	0.2	-4.4	1.1	2.0	-0.1	-1.9	-1.4
NC(=O)C1(N2CCCCC2)CCN(Cc2nc(-c3cccs3)no2)CC1	-1.2	i	3.5	-2.3	2.3	0.8	0.5	-2.6	-5.7
CC(/C=C/c1ccccc1)=N\Nc1nc(C)cc(C)n1	0.9	i	-6.7	-5.9	-6.3	8.6	3.0	-0.4	-2.1
Cc1ccc(S(=O)(=O)N2CCOC2CNC(=O)C(=O)NCCN2CCOCC2)cc1 (centres undefined)	1.0	i	8.0	-2.5	0.4	-2.3	-0.1	1.2	1.4
CC(C)C(NC(=O)c1ccccc1)C(=O)N1CCCCCC1 (centres undefined)	1.1	i	9.8	-2.8	4.8	-3.5	0.8	0.9	-3.2
C(=N\Nc1nc(-c2ccccc2)cs1)/c1ccncc1	-4.4	i	8.3	17.9	-3.3	3.3	0.2	-1.9	-2.2
O=C(c1cc([N+](=O)[O-])ccc1N1CCCC1)N1CCCCC1	0.0	i	-12.3	1.8	1.4	-1.8	0.7	-7.1	-0.1
C=CCN(c1ccccc1OC)S(=O)(=O)c1ccc(Cl)c(C(=O)NCc2ccco2)c1	-0.9	i	0.0	10.8	-2.0	-4.3	2.9	-1.4	-1.0
CC(=O)OC1CCC2(C)C(CCC3C2CC(=O)C2(C)C3CC(C3CCCC3=O)C2C(C)=O)C1 (centres undefined)	-1.1	i	12.2	9.0	-0.8	7.8	-0.7	3.7	-0.3
CC(C)(C)NCC(O)COc1cccc2c1CCC(=O)N2 (centres undefined)	-2.9	i	-5.9	-1.8	-0.5	0.7	-1.4	-8.3	-0.6
Cc1cc(NC(=O)CN(C)CC(=O)Nc2ccc(Cl)cc2)no1	2.9	i	22.2	5.3	-3.3	-7.8	-0.6	0.3	-2.3
O=C(CSc1nnc2ccccn12)c1ccc(OC(F)F)cc1OC(F)F	1.3	i	14.8	-2.6	0.0	-7.4	-2.6	3.2	1.3
Cc1cccn2c(=O)c3cc(C(=O)NCCN4CCOCC4)c(=N)n(CCCN4CCOCC4)c3nc12	4.7	i	-1.2	-2.8	2.7	3.2	5.4*	-7.7	-2.0
Cc1cccc(NC(=O)CCS(=O)(=O)c2ccc(Cl)cc2)c1	1.6	i	-5.3	-1.9	-2.1	-5.6	-0.7	2.1	-3.2
